Assay outcomes deposited in PubChem BioAssay by National Center for Advancing Translational Sciences (NCATS).
PI4K2A inh: blocks human PI4K2A kinase activity; Q9BTU6; purified PI4K2A, ADP-Glo luminescence, 1 h; stronger effect = lower value; activity change, negative = inhibition, % at 76.9 µM; actives 0.13% (n = 420,000); in the data active = activity change below about -50%; inconclusive = mostly about -30% to -49%;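 note: -100% = wells without enzyme as full effect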
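ADP-Glo luminescence measured ADP generated by PI4K2A enzyme (4 ug/mL before mixing) with 1.2 mM PI substrate (pre-mix) and 300 microM ATP (pre-mix). Tris pH7.5 buffer with MgCl2, Triton X-100; 1 h reaction at ambient temperature.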
TRHR enhancer: TRH receptor (human) allosteric enhancement. P34981. TRHR cells, fluo-8 calcium fluorescence, EC20 TRH enhancement. enhancement, % at 2 µM. actives 0.66% (n = 360,000); in the data active = enhancement above about 30%; note: 0% is about no effect
Target sequence (P34981 whole entry, looked up): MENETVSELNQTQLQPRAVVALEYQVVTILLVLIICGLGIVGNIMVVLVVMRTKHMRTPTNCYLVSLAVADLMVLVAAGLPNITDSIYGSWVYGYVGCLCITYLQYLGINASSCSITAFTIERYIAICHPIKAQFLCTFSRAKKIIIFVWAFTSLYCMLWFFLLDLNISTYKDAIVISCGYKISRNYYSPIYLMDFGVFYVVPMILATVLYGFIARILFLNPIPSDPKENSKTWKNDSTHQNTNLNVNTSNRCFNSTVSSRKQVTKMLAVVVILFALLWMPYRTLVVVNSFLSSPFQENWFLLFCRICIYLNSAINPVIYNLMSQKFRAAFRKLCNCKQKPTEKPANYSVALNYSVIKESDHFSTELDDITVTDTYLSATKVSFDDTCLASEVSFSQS
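Enhancer read-out: after compound pinning and an initial kinetic agonist-mode read, an EC20 of TRH (10 nM final) was injected and fluo-8 calcium signal (Ex 480/Em 530) followed at 1 s/cycle for 100 cycles in TRHR-expressing cells.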
D2 antag: antagonists of human D2 dopamine receptor. AID 485344. HEK293 TREx D2 cells, calcium flux, dopamine EC80. P14416. actives 2% (n = 340,000). inhibition, % at 10 µM; in the data active = inhibition above about 30%; note: 0% is about no effect
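Tetracycline-induced HEK293 T-REx cells expressing D2 force-coupled to calcium signalling were dye-loaded, exposed to compound for 180 s, then challenged with an EC80 of dopamine; calcium flux was followed kinetically for a further 180 s.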
USP1 inh: blocks the human USP1/UAF1 deubiquitinase complex; actives 0.23% (n = 390,000); O94782; Potency, µM (titrated, usually from 57.1 µM), without a hit: at the highest dose activity change, negative = inhibition, most hits filed as inhibitors; recombinant USP1/UAF1, Ub-Rhodamine cleavage fluorescence; note: potency is the fitted concentration of half-maximal effect; % is set by controls: 0 for no effect and ±100 for the full control effect; nearly all actives have a fitted effect of over 60% in size; inactives centre near -12
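1 nM enzyme complex + cpd, 15 min RT; start with Ub-Rho 150nM final; kinetic fluorescence ex 480/em 540, 6 reads q60 s. Buffer 50mM HEPES pH 7.8, 0.5mM EDTA, 0.1 mg/ml BSA, 1mM TCEP, 0.01% Tween-20.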
TrxR1 substrate: substrates of rat thioredoxin reductase 1; O89049; Potency, µM (titrated, usually from 114 µM), for the others: top-dose activity change, negative = substrate turnover; purified TrxR1 substrate turnover, NADPH consumption readout; actives 0.01% (n = 390,000); note: potency is the fitted concentration of half-maximal effect; % is set by controls: 0 for no effect and ±100 for the full control effect; nearly all actives have a fitted effect of over 50% in size
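Rat TrxR1, dispensed at 90 nM, was prereduced with 400 uM NADPH (final) for 5 min at ~22 deg C, then incubated with compound 15 min before 400 uM selenite. A first-read NADPH fluorescence drop versus no-compound background flagged substrates.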
TrxR1 inh: inhibitors of rat thioredoxin reductase 1 | O89049 | recombinant rTrxR1, NADPH fluorescence consumption, selenite substrate | Potency, µM (highest dose often 114 µM), without a hit: top-dose activity change, negative = inhibition, usual class: inhibitors | actives 1% (n = 390,000) | AID 588453; note: potency is the fitted concentration of half-maximal effect; % is set by controls: 0 for no effect and ±100 for the full control effect; nearly all actives have a fitted effect of over 65% in size
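Rat TrxR1 (90 nM in the dispensed reagent) was pre-reduced with 400 uM NADPH for 5 min at room temperature, then incubated with compound for 15 min. After 400 uM selenite was added, NADPH fluorescence (Ex 340/Em 450 nm) was followed for 8 min.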
mIDH1 inhibitor: inhibitors of human mutant IDH1 R132H. O75874. IDH1-R132H enzyme, NADPH consumption, diaphorase/resazurin fluorescence. Potency, µM (top dose mostly 76.6 µM), for inactives: top-dose activity change, negative = inhibition, actives largely listed as inhibitors. actives 0.093% (n = 390,000); note: potency is the fitted concentration of half-maximal effect; % is set by controls: 0 for no effect and ±100 for the full control effect; nearly all actives have a fitted effect of over 65% in size
Target sequence (O75874 whole entry R132H, stated change not applied): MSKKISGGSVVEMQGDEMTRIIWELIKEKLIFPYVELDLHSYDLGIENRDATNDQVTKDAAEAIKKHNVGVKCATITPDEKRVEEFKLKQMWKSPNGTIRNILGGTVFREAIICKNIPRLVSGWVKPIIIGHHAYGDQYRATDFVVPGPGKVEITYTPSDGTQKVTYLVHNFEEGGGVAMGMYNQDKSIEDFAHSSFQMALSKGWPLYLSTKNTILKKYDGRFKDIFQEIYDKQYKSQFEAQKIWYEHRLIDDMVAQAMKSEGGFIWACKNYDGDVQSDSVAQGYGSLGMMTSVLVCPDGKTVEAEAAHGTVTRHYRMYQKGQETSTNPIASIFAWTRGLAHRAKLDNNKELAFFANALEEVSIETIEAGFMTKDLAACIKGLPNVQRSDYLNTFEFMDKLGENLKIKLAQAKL
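IDH1-R132H (0.5 ug/mL dispensed) in pH 7.5 Tris buffer was preincubated 30 min with compound, then given a substrate mix of 0.016 mM NADPH and 2 mM alpha-KG for 80 min at room temperature; remaining NADPH was read by diaphorase/resazurin fluorescence.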
TRHR agonist: activates the human TRH receptor; P34981; TRHR cells, calcium flux fluo-8, FDSS agonist mode; activation, % at 2 µM; actives 0.18% (n = 360,000); AID 493084; in the data active = activation above about 30%; note: 0% is about no effect
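In this calcium-flux screen, cells bearing human TRHR are dye-loaded with fluo-8, baselined for 10 cycles, then exposed to library compounds; positive kinetic calcium responses during the agonist phase mark hits, with TRH as control.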
D2 agonist: D2 dopamine receptor (human) agonism | actives 0.53% (n = 340,000) | HEK293 T-REx D2 cells, calcium flux agonist mode | activation, % at 2 µM;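 active = activation over 3 SD above normal in the single-dose calcium agonist read, cut at about 30% in these data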; note: 0% is about no effect
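Agonism is scored from calcium flux in a force-coupled, inducible HEK293 cell line expressing D2, read kinetically for 180 s after compound addition against dopamine controls.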
The depositor's hits bear a star; ? = inconclusive; nt = no result given; & = joins results of further samples; [ ] = remark or other dose. Unless noted, calls come from the whole dose curve; as a rule, active = well fitted inhibition curve with a large enough effect; inconclusive = small, poorly fitted or top-dose-only effect; inactive = no such curve, though single readings can be large or run the other way.

SMILES	PI4K2A inh	TRHR enhancer	D2 antag	USP1 inh	TrxR1 substrate	TrxR1 inh	mIDH1 inhibitor	TRHR agonist	D2 agonist
O=C(Nc1ccccc1Cl)Nc1cccnc1Cl	-2	1	nt	-18%	-3%	-3%	-11%	-0.6	nt
CCOC(=O)C1=CN(Cc2ccco2)S(=O)(=O)NC1c1cccc(OC)c1 (stereo not given)	-8	nt	nt	-29%	2%	?	13%	nt	nt
O=C(NCc1ccco1)C1CCN(S(=O)(=O)N2CCOCC2)CC1	-85*	-3	-8	-14%	2%	6%	0%	-0.4	-1.4
O=C(CSc1nc2ccccc2s1)N1CCOCC1	-1	-3	-19	0%	7%[57.1 µM]	18%	5%	1.0	1.1
Cc1ccc(S(=O)(=O)N2CCC(C(=O)NC3CCCC3)CC2)cc1Cl	-4	-5	3	-1%	14%[0.0914 µM]	37%[0.0914 µM]	10%	-0.2	-0.1
COc1cccc(CNC(=O)COC(=O)C2CC3CCCC(C2)C3=O)c1 (stereo not given)	2	-4	9	-23%	1%	4%	0%	-0.1	-0.3
C[C@@]12CCC=C[C@H]1[C@H](c1ccoc1)N(Cc1ccccc1)C2=O	-6	2	27	-5%	-4%	-6%	-2%[38.3 µM]	-0.3	0.2
CCC(C)c1ccccc1NC(=O)c1cc2cccc([N+](=O)[O-])c2[nH]1 (stereo not given)	-2	18	-10	-17%	6%[57.1 µM]	25%[57.1 µM]	0%	-1.2	-2.0
C#CCN(C#N)c1nc(NCC)nc(NC(C)C)n1	7	1	13	-7%	-7%	-5%	8%	-0.2	2.7
O=C(CSc1nnc(CNC(=O)c2ccccc2F)o1)Nc1ccc2c(c1)OCCO2	-2	-3	-2	-6%	-8%	-4%	7%	0.1	0.7
CC(C)(C)S(=O)N1Cc2ccc(CO)cc2[C@@H]1CCO (stereo not given in full)	-4	nt	nt	-22%	14%	-25%	3%[38.3 µM]	nt	nt
O=C(OCc1cc(=O)n2nc(C3CC3)sc2n1)c1ccccc1Cl	0	11	nt	-5%	0%[57.1 µM]	10%[57.1 µM]	7%	0.2	0.9
CC/C(C)=N/Nc1ccc(S(=O)(=O)N2CCCC2)cc1[N+](=O)[O-]	-6	-5	19	-3%	-6%[57.1 µM]	2%[57.1 µM]	2%	-0.2	-0.7
CC(Cc1c[nH]c2ccccc12)NC(=O)OCCCl (stereo not given)	1	2	15	-10%	-3%	12%	-4%	-0.1	0.1
Cn1c(SCC(=O)N2CCc3ccccc32)nnc1C1CC1	-2	-2	-2	-8%	2%	6%	7%	0.5	0.8
CCN1/C(=c2/s/c(=C3/C(=O)N(c4ccccc4)N=C3C)n(CC)c2=O)C=Cc2ccccc21	-13	nt	nt	-13%	-1%	15%	2%	nt	nt
Cc1ccc(S(=O)(=O)Nc2ccc(C(N)=O)cc2)cc1[N+](=O)[O-]	7	6	8	-9%	5%[57.1 µM]	8%[57.1 µM]	0%	-0.3	0.8
COC(=O)c1ccc([C@@H](O)[C@H](C)C(=O)CC(=O)OC(C)(C)C)cc1	0	5	8	-15%	10%[57.1 µM]	13%[57.1 µM]	-1%	0.4	0.0
O=C(CSCc1cnn(-c2ccccc2)c1-n1cccc1)NCCN1CCOCC1	-5	3	13	5%	4%	3%	-3%	0.3	-0.2
CCc1ccc(N(C(=O)c2ccco2)C(C(=O)NC2CCCC2)c2ccco2)cc1 (stereo not given)	-9	nt	nt	-16%	-1%	3%	?	nt	nt
COc1cc(CNc2ccc(S(N)(=O)=O)cc2)ccc1OCc1ccccc1F	3	nt	nt	-5%	-5%	9%	0%	nt	nt
CC(OC(=O)Cc1n[nH]c(=O)c2ccccc12)C(=O)Nc1ccc(F)cc1 (stereo not given)	-2	-12	0	-12%	6%[57.1 µM]	15%[57.1 µM]	-8%	-0.2	-0.4
CN(Cc1c(F)cccc1Cl)C(=O)CNC(=O)c1cccs1	-1	-5	-3	-20%	-2%	8%	-12%	0.8	2.1
CCOC(=O)C1(C#N)Cc2ccccc2C1	-2	nt	nt	-9%	6%[57.1 µM]	3%[57.1 µM]	6%	nt	nt
Cc1ccc(NC(=O)c2ccccc2O)cc1	-7	3	18	-9%	-3%	-8%	0%	1.4	0.3

New compounds follow:
SMILES	PI4K2A inh	TRHR enhancer	D2 antag	USP1 inh	TrxR1 substrate	TrxR1 inh	mIDH1 inhibitor	TRHR agonist	D2 agonist
Cc1ccc(NC(=O)c2ccccc2OCC(=O)Nc2ccccc2F)cc1S(=O)(=O)N(C)C	-1	6	nt	-9%	3%	33%[activator]	0%	1.8	nt
CCN(c1ccc(N=Cc2c(O)n(Cc3ccc(OC)cc3)c(=O)c3ccccc23)cc1)C(C)C	-19	9	8	nt	2%[57.1 µM]	17%[57.1 µM]	-2%	-0.2	-0.5
O=C(CCn1c2c(c3ccccc31)CCCC2)NNC(=O)c1ccc(Cl)c([N+](=O)[O-])c1	-4	3	nt	-22%	-6%	-5%	1%	0.3	nt
Cc1ccc(N(CC(=O)O)S(=O)(=O)c2cccc3nonc23)cc1	2	13	4	-21%	-7%[57.1 µM]	-4%[57.1 µM]	3%	-0.8	1.4
CN(C)C(=O)CCc1ccc2c3c([nH]c2c1)[C@]1(C)[C@@H](C(=O)N2CCOCC2)C[C@H](CC(=O)NCCc2ccccn2)C(=O)N1CC3	-2	nt	nt	?	2%	10%	-3%	nt	nt
CC1CCCCC1NC(=O)CCn1ccc2cc(S(=O)(=O)N3CCCC3)ccc21 (stereo not given)	0	-1	-3	-27%	7%	24%	-3%	-0.5	-0.8
CCCN1C(=O)C(NS(=O)(=O)c2ccc(N)cc2)(C(F)(F)F)C(C(=O)OC)=C1C (stereo not given)	-10	-8	15	-20%	-7%	4%[57.1 µM]	-4%	0.0	0.4
CN(CC(=O)NCCc1ccc(S(N)(=O)=O)cc1)S(=O)(=O)c1cccc2nsnc12	-3	3	7	-2%	-9%	-9%	-21%	0.4	0.8
CC(C)CN(C(=O)c1cc2ccccc2o1)c1c(N)n(CC(C)C)c(=O)[nH]c1=O	-5	-2	3	-10%	1%	0%	-3%	-0.3	-0.3
Cc1nc2ccc(NC(=O)Cn3cnc4c3c(=O)n(C)c(=O)n4C)cc2s1	nt	0	26	nt	nt	nt	nt	0.4	0.0
COc1ccc(-n2c(=O)c3c(c4cc(OC)ccc4n3C)n(CC(=O)NCC3CCCO3)c2=O)cc1 (stereo not given)	-3	-3	nt	-6%	41%[activator]	8%	23%	1.3	0.6
Cc1oc(-c2cccc(Br)c2)nc1Cn1c(SCc2cccc(F)c2)nc2cccnc21	-3	8	nt	-17%	13%	19%	-9%	1.6	3.6
CC(C)(C)c1ccc(C(=O)Nc2ccccc2C(=O)NCCN2CCOCC2)cc1	-2	0	0	-7%	-10%[57.1 µM]	18%[57.1 µM]	17%	0.4	0.0
Cc1c(NS(=O)(=O)c2cccc(C(=O)NCc3ccncc3)c2)c(=O)n(-c2ccccc2)n1C	-10	-1	5	-9%	4%[57.1 µM]	0%[57.1 µM]	2%	-0.4	0.9
COc1ccc(NS(=O)(=O)c2cccc(C(=O)NNC(=O)c3ccc(=O)[nH]c3)c2)cc1	2	4	-9	-10%	-1%	29%	14%	-0.2	1.0
CC1CCN(Cc2c(C(=O)N/N=C/c3cccc(Cl)c3)nnn2-c2nonc2N)CC1	5	-9	-8	-17%	52%[activator]	47%[activator]	7%	1.1	0.2
CCn1cc(CN2CCCC(CO)(Cc3cccc(Cl)c3)C2)cn1 (stereo not given)	4	-1	11	-4%	-9%[57.1 µM]	16%[57.1 µM]	7%	0.0	-0.1
COc1c2c(nc3occc13)C(CCC(C)(C)O)(OC)C(O)CC2 (stereo not given)	3	-6	14	5%	-10%	-22%	-4%	0.0	0.0
O=C(Nc1cccc(C(F)(F)F)c1)c1ccco1	3	4	-8	-2%	-10%	-13%	8%	-0.9	0.8
COc1ccc(O)c(C(=O)c2cnc3nc4ccccc4n3c2)c1	-7	1	-12	-12%	8%	?	-1%	5.7	1.6
C[C@@H]1C[C@H]2[C@@H]3CCC4=CC(=O)C=C[C@]4(C)[C@@]3(F)[C@@H](O)C[C@]2(C)[C@@]1(O)C(=O)COP(=O)(O)O	-2	4&3	nt	-21%	5%	25%	15%	-0.7&0.4	nt
C(=C\c1ccccc1)/CN1CCN(c2ncnc3c2oc2ccccc23)CC1	1	5	-6	-17%	11%	21%	6%	0.0	1.9
CN(C)C(=O)c1cc2cc(Br)ccc2s1	-9	3	7	-23%	3%	19%	22%	-0.3	-1.9
O=C(C[n+]1cc(Br)cc2ccccc21)c1ccc(Cl)cc1	4	2	0	-9%	4%[57.1 µM]	18%[57.1 µM]	18%	16	-0.3
COC(=O)CSc1ncccc1-c1nc2ccccc2[nH]1	-2	3	7	1%	8%	18%	4%	-0.3	2.1
Cc1ccc(S(=O)(=O)Oc2ccccc2[N+](=O)[O-])cc1	3	nt	nt	-4%	10%[57.1 µM]	15%[2.29 µM]	7%	nt	nt
CC(C)Oc1cc(O)c2c(=O)c(-c3ccc(O)cc3)coc2c1	-17	6	-2	-22%	-7%	-4%	-4%	0.0	0.4
Cc1c(C(=O)N2CCN(c3ncccn3)CC2)oc2ccc(F)cc12	-8	nt	nt	-7%	8%	14%	5%	nt	nt
CC(C)c1ccc(C(CC(=O)O)N2Cc3ccccc3C2=O)cc1 (stereo not given)	6	-1	17	-4%	-2%	18%	-7%	0.8	-1.7

Another view of part of the listing above.
Below each compound: PI4K2A inh | TRHR enhancer | D2 antag | USP1 inh | TrxR1 substrate | TrxR1 inh | mIDH1 inhibitor | TRHR agonist | D2 agonist
CCN(c1ccc(N=Cc2c(O)n(Cc3ccc(OC)cc3)c(=O)c3ccccc23)cc1)C(C)C
→ -19 | 9 | 8 | nt | 2%[57.1 µM] | 17%[57.1 µM] | -2% | -0.2 | -0.5
O=C(Nc1ccccc1Cl)Nc1cccnc1Cl
→ -2 | 1 | nt | -18% | -3% | -3% | -11% | -0.6 | nt
Cc1ccc(S(=O)(=O)Nc2ccc(C(N)=O)cc2)cc1[N+](=O)[O-]
→ 7 | 6 | 8 | -9% | 5%[57.1 µM] | 8%[57.1 µM] | 0% | -0.3 | 0.8
